Kir21 inh – inhibitors of mouse Kir2.1 inward-rectifier potassium channel | Inward rectifier potassium channel 2 (Mus musculus), P35561 | HEK293-Kir2.1, FluxOR thallium flux fluorescence; hits give low values | B-score at 10 µM | actives 0.85% (n = 310,000) | AID 1672, 2009;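 active means fluorescence ratio B-score at or below minus 3 SD of library scores, with starting-brightness B-score within 2 SD, cut at about -4.2 in these data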;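 further: channel flux triggered by added potassium and thallium sulfate stimulus; B-score of peak minus minimum fluorescence over baseline after thallium stimulus; more negative B-score means stronger Kir2.1 block with less thallium influx; some compounds called inactive have numbers as strong as hits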
Target sequence (P35561 whole entry, looked up): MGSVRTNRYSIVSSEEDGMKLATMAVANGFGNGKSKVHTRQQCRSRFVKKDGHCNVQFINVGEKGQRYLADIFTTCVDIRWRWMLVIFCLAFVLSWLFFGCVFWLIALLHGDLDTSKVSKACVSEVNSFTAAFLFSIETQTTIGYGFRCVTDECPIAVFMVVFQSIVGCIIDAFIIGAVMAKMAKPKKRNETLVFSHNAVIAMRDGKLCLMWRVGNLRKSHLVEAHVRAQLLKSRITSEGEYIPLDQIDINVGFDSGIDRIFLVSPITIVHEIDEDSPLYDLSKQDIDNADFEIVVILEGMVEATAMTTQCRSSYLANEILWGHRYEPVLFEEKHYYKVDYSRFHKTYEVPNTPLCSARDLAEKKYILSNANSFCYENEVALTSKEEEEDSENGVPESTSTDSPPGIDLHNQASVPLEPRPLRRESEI
KCNQ2 block – KCNQ2 potassium channel inhibitors, primary screen, cell-based, CHO-K1, FluxOR thallium flux, B-score (AID 2156). actives 1.1% (n = 310,000). B-score at 10 µM. 20 min; hits give low values. Potassium voltage-gated channel subfamily KQT member 2 (Rattus norvegicus), O88943;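 active means fluorescence ratio B-score at most minus 3 library SDs, with starting brightness B-score within 2 library SDs, cut at about -5.5 in these data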
Active calls of the source: *.

CC(NC(=O)c1ccc(=O)oc1)c1ccccc1 (stereo unspecified) was read as Kir21 inh 0.27 and KCNQ2 block inactive.
`COc1cc(/C=C(\C#N)c2nc3c(s2)CC(C)CC3)ccc1O` (stereo unspecified) gave Kir21 inh 0.79 and KCNQ2 block inactive.
Screening Cc1cccc(C(=O)NCC2CCN(C(=O)c3cccc(C)c3)CC2)c1 returned Kir21 inh 0.05 and KCNQ2 block inactive.
For Cc1ccc(C)c(N2CCN(C(=O)Cc3cn(C)c4ccccc34)CC2)c1 the results were Kir21 inh 0.33 and KCNQ2 block inactive.
For COc1cccc(-c2nn(-c3ccccc3)cc2/C=C\C(=O)c2cccs2)c1 the results were Kir21 inh 0.05 and KCNQ2 block inactive.
COc1ccc(NS(=O)(=O)c2ccc3c(c2)NC(=O)CCS3)cc1Cl was read as Kir21 inh -0.04 and KCNQ2 block inactive.
`Cc1c(C)c2ccc(OCC(=O)Nc3ccccn3)c(C)c2oc1=O` gave Kir21 inh 2.5 and KCNQ2 block inactive.
CCCCNC(=O)C1CCCN1S(=O)(=O)c1cccc2nsnc12 (stereo unspecified) was read as Kir21 inh -0.19 and KCNQ2 block inactive.
Screening CCN(CC)C(=O)CSc1nnc(-c2cccs2)n1Cc1ccco1 returned Kir21 inh -0.52 and KCNQ2 block inactive.
`O=C(CCn1nc(-c2ccccc2)ccc1=O)N1CCCC1` gave Kir21 inh -1.6 and KCNQ2 block inactive.
Cc1cc(N2CCOCC2)nc2cc(O)ccc12 was read as Kir21 inh -1.1 and KCNQ2 block inactive.
Screening COc1cccc(N2CCN(Cc3nnnn3C3CCCCC3)CC2)c1 returned Kir21 inh -0.53 and KCNQ2 block inactive.
For CC(=O)N/C(=N\c1nc(C)cc(C)n1)Nc1ccccc1Cl the results were Kir21 inh -0.11 and KCNQ2 block inactive.
`CCC(C)(C(=O)NC1CCCCC1)N(CC1CCCO1)C(=O)CNC(=O)c1ccccc1` (stereo unspecified) gave Kir21 inh 0.64 and KCNQ2 block inactive.
O=c1oc2cc(O)ccc2c2c1CCCC2 was read as Kir21 inh -6.5* and KCNQ2 block inactive.
COc1cc(NC(=O)c2ccc(Cl)cc2)c2ncccc2c1 was read as Kir21 inh 0.63 and KCNQ2 block inactive.
Cc1ccc(SC/C(O)=C(\C#N)c2nc3ccccc3s2)cc1 was read as Kir21 inh -0.23 and KCNQ2 block inactive.
For Cc1c(C)n(CCC#N)c2ccc(Cl)cc12 the results were Kir21 inh 0.31 and KCNQ2 block inactive.
`CC1CCCC(C)N1C(=O)COC(=O)c1cc(Br)ccc1Cl` (stereo unspecified) gave Kir21 inh 0 and KCNQ2 block inactive.
For CCc1ccc(N(C(=O)c2csnn2)C(C(=O)NC2CCCC2)c2cccnc2)cc1 (stereo unspecified) the results were Kir21 inh -0.62 and KCNQ2 block inactive.
`Cc1c(C(=O)N2CCOCC2)[nH]c2c1C(=O)CC(c1ccc(Cl)cc1)C2` (stereo unspecified) gave Kir21 inh -0.02 and KCNQ2 block inactive.
O=C(COc1ccc2c(c1)OCO2)Nc1ccc(Cl)cn1 was read as Kir21 inh -0.46 and KCNQ2 block inactive.
Screening Cc1cccc(N2CCN(C(C)C(=O)N3CCc4ccccc43)CC2)c1C (stereo unspecified) returned Kir21 inh -0.29 and KCNQ2 block inactive.
NCCCCCc1nnc(SCC(=O)Nc2cccc(Cl)c2)o1 was read as Kir21 inh -1.7 and KCNQ2 block inactive.

Brought forward from above: 5 compounds; new compounds follow.
For CCc1ccc(N(C(=O)c2csnn2)C(C(=O)NC2CCCC2)c2cccnc2)cc1 (stereo unspecified) the results were Kir21 inh -0.62 and KCNQ2 block inactive.
`Cc1c(C(=O)N2CCOCC2)[nH]c2c1C(=O)CC(c1ccc(Cl)cc1)C2` (stereo unspecified) gave Kir21 inh -0.02 and KCNQ2 block inactive.
O=C(COc1ccc2c(c1)OCO2)Nc1ccc(Cl)cn1 was read as Kir21 inh -0.46 and KCNQ2 block inactive.
Screening Cc1cccc(N2CCN(C(C)C(=O)N3CCc4ccccc43)CC2)c1C (stereo unspecified) returned Kir21 inh -0.29 and KCNQ2 block inactive.
NCCCCCc1nnc(SCC(=O)Nc2cccc(Cl)c2)o1 was read as Kir21 inh -1.7 and KCNQ2 block inactive.
For O=C(CNC(=O)c1cccs1)OCC(=O)c1ccc(Br)cc1 the results were Kir21 inh -0.18 and KCNQ2 block inactive.
`O=S(=O)(Nc1cccc2c1CCCC2)c1ccc(Cl)cc1` gave Kir21 inh -3.6 and KCNQ2 block inactive.
`COc1ccc(CC(NC(C)=O)C(=O)NC2CCN(C(=O)C3CCCCC3)CC2)c(OC)c1` (stereo unspecified) gave Kir21 inh -0.77 and KCNQ2 block inactive.
COc1cccc(NC(=O)c2cccc(C(=O)Nc3cccc(OC)c3)c2)c1 was read as Kir21 inh 0.03 and KCNQ2 block inactive.
`COc1cc(C(=O)Nc2ccc(C(N)=O)cc2)c([N+](=O)[O-])cc1OC` gave Kir21 inh -0.15 and KCNQ2 block inactive.
Screening CC1(C)SC(=S)N(/N=C/c2ccc(O)cc2)C1N(O)C(=O)Nc1ccc([N+](=O)[O-])cc1 (stereo unspecified) returned Kir21 inh 1.5 and KCNQ2 block -7.5*.
COc1ccc(OC)c(NC(=O)c2oc3ccccc3c2NC(=O)C2CC2)c1 was read as Kir21 inh 0.34 and KCNQ2 block inactive.
`Cc1cc(C(=O)CSc2cccc[n+]2[O-])c(C)n1-c1ccccc1` gave Kir21 inh 0.78 and KCNQ2 block inactive.
Cc1cc(C)c(S(=O)(=O)c2cccc(Cl)c2)c(=O)[nH]1 was read as Kir21 inh 2.2 and KCNQ2 block inactive.
Cn1c(-c2ccc(F)cc2)cnc1NCc1cc2c(cc1[N+](=O)[O-])OCO2 was read as Kir21 inh 1.1 and KCNQ2 block inactive.
CCCOc1cc(C)c(S(=O)(=O)N2CCN(C)CC2)cc1C was read as Kir21 inh -1 and KCNQ2 block inactive.
Cc1nonc1C1CCCN1Cc1cn[nH]c1-c1ccc(-c2ccccc2)cc1 (stereo unspecified) was read as Kir21 inh 0.59 and KCNQ2 block inactive.

5 records drawn at random from those above, as already listed:
Cn1c(-c2ccc(F)cc2)cnc1NCc1cc2c(cc1[N+](=O)[O-])OCO2 was read as Kir21 inh 1.1 and KCNQ2 block inactive.
COc1ccc(OC)c(NC(=O)c2oc3ccccc3c2NC(=O)C2CC2)c1 was read as Kir21 inh 0.34 and KCNQ2 block inactive.
`O=S(=O)(Nc1cccc2c1CCCC2)c1ccc(Cl)cc1` gave Kir21 inh -3.6 and KCNQ2 block inactive.
`COc1ccc(CC(NC(C)=O)C(=O)NC2CCN(C(=O)C3CCCCC3)CC2)c(OC)c1` (stereo unspecified) gave Kir21 inh -0.77 and KCNQ2 block inactive.
`COc1cc(C(=O)Nc2ccc(C(N)=O)cc2)c([N+](=O)[O-])cc1OC` gave Kir21 inh -0.15 and KCNQ2 block inactive.

(list continues)
Screening CCc1nnc(NC(=O)CCNC(=O)c2ccco2)s1 returned Kir21 inh 0.06 and KCNQ2 block inactive.
O=C(N/N=C/c1ccc(OC(=O)c2ccccc2Cl)cc1)c1ccc(O)cc1 was read as Kir21 inh -1 and KCNQ2 block inactive.
For COc1ccccc1CNC(=O)C1CC(c2cccc([N+](=O)[O-])c2)=NO1 (stereo unspecified) the results were Kir21 inh 0.98 and KCNQ2 block inactive.
`COc1ccc(/C=C/c2cc(C(=O)O)c3ccccc3n2)cc1` gave Kir21 inh 0.92 and KCNQ2 block inactive.
For O=C(COC(=O)c1ccc(S(=O)(=O)NCc2ccco2)cc1)NC1CCCCCC1 the results were Kir21 inh -2 and KCNQ2 block inactive.
For Cc1ccc(NC(=S)/C(=C(\[O-])c2ccc(Cl)s2)[n+]2cccc(CO)c2)cc1C the results were Kir21 inh -3.8 and KCNQ2 block -7.8*.
For N#Cc1ccccc1CSc1nc2ncc(Br)cc2[nH]1 the results were Kir21 inh -0.76 and KCNQ2 block inactive.
For O=C(O)CN1CCN(CC(=O)O)CCN(CC(=O)O)CCN(CC(=O)O)CC1 the results were Kir21 inh -0.15 and KCNQ2 block inactive.
For CCOc1cc(/C=C2/C(=N)N3C(=NC2=O)SN=C3S(C)(=O)=O)ccc1OS(=O)(=O)c1ccccc1 the results were Kir21 inh 1.3 and KCNQ2 block inactive.
`COc1ccc(NC(=S)Nn2cnnc2)c(OC)c1` gave Kir21 inh -1.4 and KCNQ2 block inactive.
Screening c1ccc(C2c3[nH]c4ccccc4c3CCN2Cc2cccn2-c2ccccn2)nc1 (stereo unspecified) returned Kir21 inh -0.53 and KCNQ2 block inactive.
Screening CC(=O)Nc1cccc(NC(=O)C(C)N2c3cccc4cccc(c34)S2(=O)=O)c1 (stereo unspecified) returned Kir21 inh 0.32 and KCNQ2 block inactive.
CC1(C)CC(=O)C2=C(C1)OC1=C(C(=O)CC(C)(C)C1)C2c1ccc(O)cc1O was read as Kir21 inh -8.3 and KCNQ2 block inactive.
`O=S(=O)(c1ccccc1)c1nc(Cc2ccccc2)oc1N1CCOCC1` gave Kir21 inh 1.2 and KCNQ2 block inactive.
Cc1ccc(N(CC(=O)NCc2ccc3c(c2)OCO3)S(=O)(=O)c2c(C)noc2C)cc1 was read as Kir21 inh -2.3 and KCNQ2 block inactive.
COc1ccc(-n2c(SCC(=O)N/N=C(\C)c3cccnc3)nc3ccccc3c2=O)cc1 was read as Kir21 inh 0.99 and KCNQ2 block inactive.
Screening O=C(Nc1cccc(Cl)c1Cl)C1CCN(c2ncccn2)CC1 returned Kir21 inh 0.4 and KCNQ2 block inactive.
Screening Cc1cc(C(=O)N2CCCc3ccccc32)ccc1[N+](=O)[O-] returned Kir21 inh -0.34 and KCNQ2 block inactive.
Screening O=C(c1cc(=O)c2ccccc2o1)N1CCN(c2ccccc2)CC1 returned Kir21 inh 0.94 and KCNQ2 block inactive.
CCOC(=O)C1CCN(C(=O)c2cc3c(=O)n4ccccc4nc3n2C)CC1 was read as Kir21 inh 0.56 and KCNQ2 block inactive.
`O=[N+]([O-])C(/C=C(\Cl)[N+](=O)[O-])=C1N(Cc2ccc(Cl)nc2)CCN1Cc1ccc(Cl)nc1` gave Kir21 inh 0.69 and KCNQ2 block inactive.
Screening O=S(=O)(NCCc1csc(-c2cccnc2)n1)c1ccc2c(c1)OCCO2 returned Kir21 inh -2.1 and KCNQ2 block inactive.
O=C(CO/N=C\c1ccccc1)Nc1ccccc1C(=O)N1CCOCC1 was read as Kir21 inh -1.5 and KCNQ2 block inactive.
Screening CC(C)c1nnc(NC(=O)c2cccnc2)s1 returned Kir21 inh 1.3 and KCNQ2 block inactive.
`COc1cc2cc(C(=O)N3CCc4ccccc4C3)[nH]c2cc1OC` gave Kir21 inh -1.6 and KCNQ2 block inactive.
For OCC1(Cc2ccccc2Cl)CCN(C/C=C/c2ccccc2)CC1 the results were Kir21 inh -1.6 and KCNQ2 block inactive.
N#Cc1nc(-c2ccc(OCc3ccc(Cl)cc3)cc2)oc1N1CCC(C(N)=O)CC1 was read as Kir21 inh -0.46 and KCNQ2 block inactive.
`CC1(C)C(=O)OC(C(=O)c2ccccc2)C(C)(C)C1=O` (stereo unspecified) gave Kir21 inh 0.28 and KCNQ2 block inactive.
Cc1ccc2c(CC(=O)N3CCN(c4ccccc4)CC3)coc2c1 was read as Kir21 inh -1.9 and KCNQ2 block inactive.
O=C(CBr)Nc1c2c(nn1-c1ccccc1)CSC2 was read as Kir21 inh 1.7 and KCNQ2 block inactive.
For CCS(=O)(=O)c1ncc(CO)n1CCc1ccccc1 the results were Kir21 inh -0.01 and KCNQ2 block inactive.
For CCCc1nnc(NC(=O)CNc2ccc(F)cc2)s1 the results were Kir21 inh 0.03 and KCNQ2 block inactive.
`O=C(Nc1cc(Br)c(O)c(Br)c1)c1cccc(NC(=O)c2ccco2)c1` gave Kir21 inh 0.02 and KCNQ2 block inactive.
`O=C(CCCO)CCCCCCCCC[C@H]1N[C@H](CO)[C@@H](O)[C@@H]1O` gave Kir21 inh 0.03 and KCNQ2 block inactive.
For COC(=O)CS(=O)(=O)c1cc([N+](=O)[O-])ccc1NC(=O)OC the results were Kir21 inh 1.1 and KCNQ2 block inactive.
Screening CCCCn1c(N)c(N(CCOC)C(=O)c2cccc(S(=O)(=O)N(C)c3ccccc3)c2)c(=O)[nH]c1=O returned Kir21 inh -1.9 and KCNQ2 block inactive.
`C(=N\Nc1nc(Nc2ccccc2)nc(N2CCOCC2)n1)/c1c[nH]c2ccccc12` gave Kir21 inh 1.2 and KCNQ2 block inactive.
For O=C(N/N=C/c1ccc2c(c1)OCO2)c1ccc(COc2cccc3cccnc23)cc1 the results were Kir21 inh 0.84 and KCNQ2 block inactive.
COc1ccc(N2CCN(c3nc4ccc(C)cn4c(=O)c3C=O)CC2)cc1 was read as Kir21 inh 1.4 and KCNQ2 block inactive.
For COc1cccc2sc(=NC(=O)CS(=O)(=O)c3ccc(F)cc3)n(C)c12 the results were Kir21 inh 1.3 and KCNQ2 block inactive.
For CCOc1ccc(-c2n[nH]c(C)c2-c2ccccn2)c(O)c1 the results were Kir21 inh 1.5 and KCNQ2 block inactive.
COc1nc(N2CCCCCC2)nc(N2CCCCCC2)n1 was read as Kir21 inh -0.94 and KCNQ2 block inactive.
`O=C(CCN1C(=O)C2C3C=CC(C3)C2C1=O)N1CCCCC1` (stereo unspecified) gave Kir21 inh 0.15 and KCNQ2 block inactive.
For O=S(=O)(NCCSc1nc2ccccc2o1)c1ccccc1 the results were Kir21 inh 0.23 and KCNQ2 block inactive.
Cn1nnc(NC(=S)NC(=O)c2cccc3ccccc23)n1 was read as Kir21 inh 0.91 and KCNQ2 block inactive.
Screening COc1ccc(NC(=O)CSc2nc3ccccc3c(=O)n2CCCN2CCOCC2)c(OC)c1 returned Kir21 inh -1.3 and KCNQ2 block inactive.
For CCNc1nc(NCC)nc(OCCNS(=O)(=O)c2cc(C)ccc2C)n1 the results were Kir21 inh 0.01 and KCNQ2 block inactive.
CC(C)NC(=O)CC(=O)N/N=C/c1ccc(F)cc1 was read as Kir21 inh -0.41 and KCNQ2 block inactive.
